Vif-A3G inh – blocks the Vif interaction with human APOBEC3G | Q9HC16 | Potency, µM (doses to about 46.1 µM), without a hit: at the highest dose activity, negative = active, usual class: inhibitors | 410,000 compounds, 0.076% hits | HeLa A3G-eYFP + Vif (tagged APOBEC3G with the HIV-1 protein that degrades it), YFP fluorescence, overnight;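 further: on the % scale 0 is the no-effect control and ±100 the full control effect; nearly all actives have a fitted effect of over 60% in size; hits raise eYFP signal because A3G escapes Vif-driven loss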
Target sequence (Q9HC16 whole entry, looked up): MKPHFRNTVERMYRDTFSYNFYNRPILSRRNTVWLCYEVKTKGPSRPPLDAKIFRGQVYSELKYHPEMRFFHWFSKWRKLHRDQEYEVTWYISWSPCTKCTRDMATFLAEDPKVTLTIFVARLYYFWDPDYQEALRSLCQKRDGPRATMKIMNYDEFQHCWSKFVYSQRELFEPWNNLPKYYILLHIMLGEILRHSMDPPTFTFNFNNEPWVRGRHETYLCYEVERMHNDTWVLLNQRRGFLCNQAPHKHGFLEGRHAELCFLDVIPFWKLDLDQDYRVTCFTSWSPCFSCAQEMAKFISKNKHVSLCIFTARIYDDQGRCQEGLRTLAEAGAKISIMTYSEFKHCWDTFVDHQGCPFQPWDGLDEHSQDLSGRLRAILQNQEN
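HeLa cells stably expressing Vif and C-terminally eYFP-tagged A3G, seeded overnight at 37 deg C, then exposed to compound by pintool overnight at 37 deg C. Rise in yellow fluorescence (Ex 488/Em 500-530, Acumen) marks blocked Vif-driven A3G degradation.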
RGS4 inh – blocks human RGS4-accelerated GTP hydrolysis | Transcreener GDP fluorescence polarization, RGS4-accelerated GTP hydrolysis | AID 504845 | 390,000 compounds, 0.039% hits | P49798 | Potency, µM (top dose mostly 114 µM), for inactives: top-dose activity change, negative = inhibition, hits mostly inhibitors; further: on the % scale 0 is the no-effect control and ±100 the full control effect; nearly all actives have a fitted effect of over 75% in size; some results filed as inactive show a strong effect at the top dose
Target sequence (P49798 whole entry, looked up): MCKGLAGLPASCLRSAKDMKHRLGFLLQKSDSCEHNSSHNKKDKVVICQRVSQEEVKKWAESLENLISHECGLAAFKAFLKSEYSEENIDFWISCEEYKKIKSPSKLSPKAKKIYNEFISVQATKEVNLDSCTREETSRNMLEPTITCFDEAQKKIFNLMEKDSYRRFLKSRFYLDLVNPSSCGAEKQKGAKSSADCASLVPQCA
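MLSMR compounds (23 nl, pin-transferred) preincubated 10 min at room temperature with a 500nM (2x) first reagent, then RGS4 at 900nM (2x) plus Transcreener GDP mix added; fluorescence polarization (620/688 nm) read before and after 90 min at 30 °C.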
12-LOX inh – blocks human arachidonate 12S-lipoxygenase; AID 1671190; P18054; purified 12hLO, xylenol orange hydroperoxide absorbance; Potency, µM (doses to about 108 µM), for the others: top-dose activity change, negative = inhibition, hits mostly inhibitors; 580,000 compounds, 1.1% hits; further: on the % scale 0 is the no-effect control and ±100 the full control effect
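Purified human 12hLO (150 nM final) in 25 mM Hepes, 0.01% Triton X-100, pH 7.0 was preincubated 15 min at room temperature with compound. Then 40 uM arachidonic acid was added, 30 min. Hydroperoxide was read by Fe-XO absorbance ratio 573/405 nm.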
IDH1 R132H inh – human IDH1 R132H inhibition | O75874 | IDH1-R132H enzyme, NADPH consumption, diaphorase/resazurin fluorescence | Potency, µM (series often up to 76.6 µM), for inactives: at the highest dose activity change, negative = inhibition, actives largely listed as inhibitors | 390,000 compounds, 0.093% hits; further: on the % scale 0 is the no-effect control and ±100 the full control effect; nearly all actives have a fitted effect of over 65% in size
Target sequence (O75874 whole entry R132H, stated change not applied): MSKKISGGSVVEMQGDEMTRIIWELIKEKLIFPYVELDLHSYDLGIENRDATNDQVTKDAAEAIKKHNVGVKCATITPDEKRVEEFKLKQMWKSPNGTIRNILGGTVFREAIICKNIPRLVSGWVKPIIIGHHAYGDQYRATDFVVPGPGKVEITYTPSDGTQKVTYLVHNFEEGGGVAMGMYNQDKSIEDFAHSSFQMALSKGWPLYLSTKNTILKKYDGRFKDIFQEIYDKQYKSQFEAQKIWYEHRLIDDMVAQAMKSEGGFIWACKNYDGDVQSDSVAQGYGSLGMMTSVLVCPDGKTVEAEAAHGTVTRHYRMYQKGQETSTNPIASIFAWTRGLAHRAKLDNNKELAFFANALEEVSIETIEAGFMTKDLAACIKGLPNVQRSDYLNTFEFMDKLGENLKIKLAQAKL
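IDH1-R132H (0.5 ug/mL) preincubated 30 min with compound, then NADPH (0.016 mM) and alpha-KG (2 mM) added; 80 min at RT, pH 7.5. Remaining NADPH coupled via diaphorase/resazurin to fluorescence (540/590 nm); concentration-response curves normalized to no-enzyme control.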
RXFP1 agonist – activates the human relaxin receptor RXFP1. 370,000 compounds, 0.3% hits. HEK293T-RXFP1 cAMP TR-FRET, 30 min; response scale: percent of porcine relaxin response, buffer zero. AID 2676. Q9HBX9. Potency, µM (top dose mostly 57.5 µM), for the others: at the highest dose activation, hits mostly activators; further: on the % scale 0 is the no-effect control and ±100 the full control effect; nearly all actives have a fitted effect of over 60% in size; many of its hits are not listed in these tables
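HEK293T cells stably expressing RXFP1 were pretreated with the PDE4 inhibitor Ro 20174, exposed to compounds for 30 min at 37C, lysed, and cAMP was read by TR-FRET. Data normalized to buffer (basal) and 29 nM porcine relaxin (100%).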
Vif-A3F inh – inhibitors of Vif-A3F interaction. HeLa A3F-eYFP + Vif (tagged APOBEC3F with the HIV-1 protein that degrades it), YFP fluorescence increase. Potency, µM (doses to about 46.1 µM), inactives show top-dose activity, negative = active. 390,000 compounds, 0.2% hits; further: % of control where 0% means no effect; nearly all actives have a fitted effect of over 65% in size
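HeLa cells stably expressing Vif plus C-terminally eYFP-tagged A3F were seeded, incubated overnight at 37 deg C, dosed with compound, incubated overnight again at 37 deg C. Yellow fluorescence (Ex 488/Em 500-530) reported blocked Vif-mediated A3F-eYFP degradation.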
TrxR1 substrate – rat thioredoxin reductase 1 substrate activity | purified TrxR1 substrate turnover, NADPH consumption readout | Potency, µM (highest dose often 114 µM), for inactives: at the top dose activity change, negative = substrate turnover | 390,000 compounds, 0.01% hits | AID 588456; further: on the % scale 0 is the no-effect control and ±100 the full control effect; nearly all actives have a fitted effect of over 50% in size
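Rat TrxR1, dispensed at 90 nM, was prereduced with 400 uM NADPH (final) for 5 min at ~22 deg C, then incubated with compound 15 min before 400 uM selenite. A first-read NADPH fluorescence drop versus no-compound background flagged substrates.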
TrxR1 inh – inhibitors of rat thioredoxin reductase 1. O89049. recombinant rTrxR1, NADPH fluorescence consumption, selenite substrate. Potency, µM (series often up to 114 µM), for the others: top-dose activity change, negative = inhibition, usual class: inhibitors. 390,000 compounds, 1% hits. AID 588453; further: on the % scale 0 is the no-effect control and ±100 the full control effect; nearly all actives have a fitted effect of over 65% in size
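Rat TrxR1 (90 nM in the dispensed reagent) was pre-reduced with 400 uM NADPH for 5 min at room temperature, then incubated with compound for 15 min. After 400 uM selenite was added, NADPH fluorescence (Ex 340/Em 450 nm) was followed for 8 min.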
USP1 inh – inhibitors of human USP1/UAF1 deubiquitinase. O94782. recombinant USP1/UAF1, Ub-Rhodamine cleavage fluorescence. Potency, µM (series often up to 57.1 µM), inactives show at the highest dose activity change, negative = inhibition, hits mostly inhibitors. 390,000 compounds, 0.23% hits. AID 743255; further: on the % scale 0 is the no-effect control and ±100 the full control effect; nearly all actives have a fitted effect of over 60% in size; inactives centre near -12
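Step one: compound is pinned into 1nM USP1/UAF1 in HEPES pH 7.8 buffer with TCEP. Step two: 15 min room-temperature incubation. Step three: Ub-Rho (150nM final) starts cleavage, tracked by fluorescence over six one-minute reads.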
Numbers without * were called inactive; ? = inconclusive; . = not tested or not shown; [ ] = another dose, or the depositor's remark. The call rests on the fitted dose curve; in most records, active means well fitted curve in the direction sought with a large enough effect; inconclusive means small, poorly fitted or top-dose-only effect, or another doubt; inactive means no such curve, though single readings can be large; an effect the other way counts as inactive or inconclusive. Potency means the concentration at half of the fitted maximal effect. An excerpt; the hit share may differ from the screen's.

SMILES | Vif-A3G inh | RGS4 inh | 12-LOX inh | IDH1 R132H inh | RXFP1 agonist | Vif-A3F inh | TrxR1 substrate | TrxR1 inh | USP1 inh
CCCC(=O)N1CCN(c2ccc(NC(=O)c3ccc([N+](=O)[O-])o3)cc2)CC1 | ? | 0.5% | -21.6% | 6.7% | -1.9% | 0.6% | -4.3%[57.1 µM] | -11.1%[57.1 µM] | -12.7%
CCOc1ccc2nc(Nc3nc4ccc(NC(C)=O)cc4s3)sc2c1 | ? | -24.6% | -15.3% | -3.3% | 0.8% | -16.9% | 11.0%[57.1 µM] | 6.3%[57.1 µM] | -17.7%
O=C(N/N=C\c1cccc(Br)c1)c1ccccc1-n1cccc1 | 1.7% | 9.3% | 0.0%[57.4 µM] | 17.2% | 1.1% | 3.2% | -1.0% | 6.9% | -22.4%
CC(=O)NC(=S)Nc1ccc([N+](=O)[O-])cc1C | -0.3% | -2.1% | -10.7% | 11.3% | 1.3% | 2.6% | -4.2% | -6.8% | -17.4%
CC(C)[C@H](NC(=O)c1ccccc1F)C(=O)OCC(=O)NC1CC1 | 0.7% | -23.1% | 30.5% | 7.6% | . | 7.0% | -13.9% | -18.3% | -7.5%
CC1=C(C(=O)Nc2ccccc2C(F)(F)F)C(c2ccc(C)s2)NC(=S)N1 (stereo not given) | 0.7% | -22.0% | ? | -1.0% | 1.4% | -6.2% | -1.8% | -2.8% | -5.6%
O=C1c2ccsc2SCCN1Cc1ccc(Cl)cc1Cl | -5.5% | -31.1% | 110.1%[activator] | 4.8% | 4.3% | 0.8% | -8.2%[57.1 µM] | 5.5%[57.1 µM] | -29.0%
Fc1ccccc1-c1cc2ncccc2cn1 | -3.6% | -2.4% | ? | 12.7% | 0.4% | -8.1% | -7.9%[57.1 µM] | -17.0% | -27.3%
O=C(c1ccc2c(c1)[nH]c(=S)n1c3ccccc3nc21)N1CCN(c2ncccn2)CC1 | 0.2% | -23.8% | 0.0% | 2.0% | 29.0% | 1.1% | -7.5% | -12.3% | -7.2%
C/C(=N\OCc1cccc(C(=O)O)c1)c1ccc(Cl)cc1 | -1.1% | 9.6% | 218.1%[activator] | -7.2% | 2.7% | -18.1% | 1.1%[57.1 µM] | 20.4%[57.1 µM] | 2.5%
Cc1nn(-c2ccccn2)c2c1C(c1ccccc1Cl)C1=C(N2)c2ccccc2C1=O (stereo not given) | -0.5% | -22.9% | 40.6%[activator] | -2.6% | 2.3% | 6.5% | -4.6% | -9.1% | ?
N#C/C(=N\Nc1ccc(S(=O)(=O)N2CCOCC2)cc1)C(N)=S | 5.4% | -44.6% | ? | -1.2% | -0.4% | 2.0% | -26.2% | -34.6% | -16.7%

Of the compounds above, 4 have two or more sulfur atoms:
SMILES | Vif-A3G inh | RGS4 inh | 12-LOX inh | IDH1 R132H inh | RXFP1 agonist | Vif-A3F inh | TrxR1 substrate | TrxR1 inh | USP1 inh
CCOc1ccc2nc(Nc3nc4ccc(NC(C)=O)cc4s3)sc2c1 | ? | -24.6% | -15.3% | -3.3% | 0.8% | -16.9% | 11.0%[57.1 µM] | 6.3%[57.1 µM] | -17.7%
CC1=C(C(=O)Nc2ccccc2C(F)(F)F)C(c2ccc(C)s2)NC(=S)N1 (stereo not given) | 0.7% | -22.0% | ? | -1.0% | 1.4% | -6.2% | -1.8% | -2.8% | -5.6%
O=C1c2ccsc2SCCN1Cc1ccc(Cl)cc1Cl | -5.5% | -31.1% | 110.1%[activator] | 4.8% | 4.3% | 0.8% | -8.2%[57.1 µM] | 5.5%[57.1 µM] | -29.0%
N#C/C(=N\Nc1ccc(S(=O)(=O)N2CCOCC2)cc1)C(N)=S | 5.4% | -44.6% | ? | -1.2% | -0.4% | 2.0% | -26.2% | -34.6% | -16.7%

(listing goes on)
SMILES | Vif-A3G inh | RGS4 inh | 12-LOX inh | IDH1 R132H inh | RXFP1 agonist | Vif-A3F inh | TrxR1 substrate | TrxR1 inh | USP1 inh
O=C(NC1CCCC1)C1CC(=O)N(c2ccc(F)c(Cl)c2)C1 (stereo not given) | -2.6% | -7.5% | 7.9% | -3.9% | 1.8% | -4.1% | 2.8% | 9.0% | -24.4%
COc1ccc(S(=O)(=O)N(C)C[C@H]2Oc3ccc(NS(=O)(=O)c4c(C)noc4C)cc3C(=O)N([C@H](C)CO)C[C@@H]2C)cc1 | 0.4% | -23.3% | -13.0% | -3.1% | . | 3.1% | 0.4% | -23.1% | ?
COc1ccccc1C(=O)Nc1ccc(Nc2ccccc2)cc1 | 0.2% | -0.2% | 0.0% | 17.8% | . | 5.5% | 3.3%[57.1 µM] | 30.7%[57.1 µM] | -5.5%
Cc1ccc(CNC(=O)COC(=O)CN2C(=O)C3CC=CCC3C2=O)cc1 (stereo not given) | 1.8% | 10.7% | -19.6% | -9.5% | . | -9.4% | 0.0% | 15.2% | -12.2%
COc1cc2c(cc1OC)CN(C(=O)Cc1ccccc1)CC2 | 0.1% | -16.0%[56.9 µM] | -24.1% | 0.0% | -1.6% | -15.6% | 2.2% | 7.1% | -24.6%
CCOC(=O)C(Sc1ncn[nH]1)c1ccccc1 (stereo not given) | -0.1% | -16.4% | 0.0% | 6.4% | 2.6% | -1.4% | -10.7% | -10.6% | 4.8%
COc1ccc(C)cc1S(=O)(=O)N(CC(=O)NCc1ccc(Cl)cc1)Cc1ccccc1 | 1.8% | -9.6% | -18.0% | 5.1% | 0.7% | 4.7% | -7.0% | 26.7% | -24.1%
CC(C)=CC(=O)OCC(=O)NC1CCCc2ccccc21 (stereo not given) | 1.8% | 18.7% | -3.7% | 6.7% | -0.1% | 15.3% | 7.8%[57.1 µM] | 2.8%[57.1 µM] | -5.1%
CCN(C(=O)c1cc2c(=O)[nH]c3ccc(C)cc3c2s1)c1ccccc1C | -0.2% | 5.6% | -4.8% | -23.1% | 0.0% | -1.9% | 11.7% | 18.8% | -9.9%
CCn1c(-c2ccc(OC)c(OC)c2)n[nH]c1=S | -1.1% | -35.1% | ? | 8.2% | 4.6% | -4.3% | -0.4% | ? | -16.4%
CCOc1ccccc1CN1CCC(N2CCOCC2)CC1 | 2.9% | 0.2% | ? | 8.8% | -0.1% | 9.9% | -3.2% | 11.7% | 2.4%
COCCNc1nc2nonc2nc1N1CCC(N(C)C)C1 (stereo not given) | 6.0% | -6.1% | -12.5% | 7.2% | -0.6% | 0.4% | -11.2% | -5.8% | -19.9%
Cc1oc(-c2cccc(Cl)c2)nc1CS(=O)(=O)CC(=O)NCCN1CCOCC1 | 0.3% | 1.0% | 1.9% | 1.8% | 0.3% | -13.3% | 5.4%[57.1 µM] | 3.0%[57.1 µM] | -6.5%
COc1cccc(CNC(=O)CN2C(=O)CSc3c2c(C)nn3-c2ccccc2)c1OC | 2.6% | -16.4% | -27.5% | 12.8% | 4.3% | 0.8% | 1.3%[57.1 µM] | 12.4%[57.1 µM] | -26.2%
CCOC(=O)N1CCN(C(=O)C2CCN(S(=O)(=O)c3ccccc3)CC2)CC1 | -2.1% | 14.2% | -10.1% | -1.2% | 1.0% | -1.8% | 7.6% | 11.1% | -12.0%
COCCN(CC(=O)Nc1cccc(C)c1C)C(=O)c1cc(S(=O)(=O)N2CCCC2)ccc1C | -3.1% | -10.1% | -10.5% | 12.0% | 1.7% | -0.8% | 0.3% | 4.8% | -18.8%
CCOC(=O)C1CCN(C(=O)c2cc3cc(Cl)ccc3[nH]2)CC1 | -8.5% | -31.6% | ? | -0.1% | 5.5% | -32.7% | -0.5% | -1.6% | -2.6%
COc1ccc(OC)c(S(=O)(=O)n2nnc3cc(Cl)ccc32)c1 | 0.2% | 12.2% | 18.6% | -2.6% | -2.3% | -1.0% | 10.4% | 24.0% | ?
Cn1c(=O)[nH]c(=O)c2c1nc(Br)n2CCSc1nc2ccccc2o1 | 0.4% | -12.4% | ? | -2.9% | 0.5% | -6.9% | -2.7% | 19.4% | 7.4%
CCNS(=O)(=O)c1ccc(CCC(=O)NCc2ccccn2)cc1 | 5.0% | 37.0% | 5.7% | -6.8% | 2.2% | -0.1% | 0.9% | 15.7% | 5.1%
COc1ccc(C2NCCC3(O)CCCCC23)c(OC)c1OC (stereo not given) | 3.8% | -8.8% | 0.0% | 5.0% | 1.6% | 2.0% | -1.8% | -1.9% | -10.4%
COc1ccc(Nc2cc(C)nc3ncnn23)c(OC)c1 | 2.0% | -19.2% | -76.6% | 14.3% | 0.6% | -5.8% | 4.7% | 23.2% | -22.9%
COc1ccc(CNC(=O)c2cc(S(=O)(=O)N3CCCC3)cn2C)cc1 | 0.2% | -1.3% | 17.6% | -4.0% | 0.6% | 0.6% | 5.5%[57.1 µM] | 12.2%[57.1 µM] | ?
C#CCOCCOCCOCCNc1nc(N2CCN(C(=O)CCCCCCCCCCNC(=O)[C@H](CCCCN)n3cc(CCO)nn3)CC2)nc(N2CCN(C(=O)CCCCCCCCCCNC(=O)[C@H](CCCCN)n3cc(C[C@@H](C)CC)nn3)CC2)n1 | -16.7% | ? | . | 1.3%[38.3 µM] | 0.1% | 4.8% | 2.8% | ? | ?

Screening results deposited in PubChem by National Center for Advancing Translational Sciences (NCATS).
